Source: PubChem BioAssay
A549 viability: kills or reduces viability of A549 cells in Nrf2 counter-screen; A549 ARE-Fluc cells, CellTiter-Fluor viability, 18-24 h; Potency, µM (series often up to 46 µM), for inactives: at the top dose activity change, negative = cytotoxicity, most hits filed as inhibitors; 0.16% of 390,000 active; also: potency is read from the fitted curve at half-maximal effect; % is scaled to controls: 0 for no effect and ±100 for the full control effect
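Cytotoxicity counterscreen: CellTiter-Fluor fluorescence was measured in A549 ARE_Fluc cells after 18-24 h of compound exposure in a concentration series. The subsequent BugLite luminescent read reports ARE-luciferase activity.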
Nrf2 inh: inhibitors of Nrf2 signaling. 2.1% of 360,000 active. AID 504444. Potency, µM (series often up to 46 µM), for the others: top-dose activity change, negative = inhibition, hits mostly inhibitors. A549 ARE-Fluc reporter, luciferase luminescence, 18-24 h; also: potency is read from the fitted curve at half-maximal effect; % is scaled to controls: 0 for no effect and ±100 for the full control effect; nearly all actives have a fitted effect of over 60% in size
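Reporter: ARE-Fluc in A549. Exposure: 18-24 h, 37 °C, 5% CO2, 5% FBS OPTI-MEM. Readouts: fluorescent cytotoxicity (CellTiter-Fluor), then luminescent Nrf2 signal after BugLite.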
CCT chaperon mod: cytosolic chaperonin activity modulation | 0.3% of 360,000 active | purified chaperonin ATPase assay, HTRF ADP detection, 30 min | activity change, % (test concentration not listed), hits read low; in the data active = activity change below about -30%; also: % is scaled to controls: 0 for no effect and ±100 for the full control effect
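ATPase activity: ADP formed was measured by HTRF Transcreener (665/615 nm ratio) after 30 min at 37 deg C with 10 uM ATP. Compounds screened at one 76 uM concentration against 40 or 20 nM TRiC in Tris pH 7.4/KCl/MgCl2/DTT buffer.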
pAkt inh: Akt phosphorylation inhibition; Neuro2A IGF-stimulated pAkt S473 HTRF, 20 min; hits give low values; activity change, % for hits at 50 µM; 0.32% of 360,000 active; in the data active = activity change below about -80%; inconclusive = mostly about -51% to -80%; also: % is scaled to controls: 0 for no effect and ±100 for the full control effect
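Single-point screen (50 µM final compound) in Neuro2A cells stimulated 20 min with 6 nM IGF at 37 deg C. After lysis, Ser473-phosphorylated Akt read by HTRF (ex 330 nm, em 615/665 nm) as the 665/615 ratio.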
Nrf2 ARE act: activators of Nrf2 (ARE) signaling; AREc32 ARE-luciferase reporter (MCF7-derived line), luminescence, 24 h; Potency, µM (top dose mostly 46.1 µM), for inactives: at the highest dose activation, most hits filed as activators; 0.31% of 410,000 active; AID 624171; also: potency is read from the fitted curve at half-maximal effect; % of control where 0% means no effect; nearly all actives have a fitted effect of over 65% in size
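Cells of the AREc32 ARE-luciferase line are plated in OPTI-MEM containing 5% FBS and left overnight at 37 deg C. Compounds are pinned in, incubation continues 24 hr, and firefly luciferase signal is then measured.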
HepG2 tox: kills HepG2 cells in TGF-b inhibitor counter-screen. HepG2 CAGA-GFP viability, ATP luminescence, 18 h. Potency, µM (top dose mostly 46.1 µM), without a hit: at the top dose activity change, negative = cytotoxicity, actives largely listed as cytotoxic. 0.76% of 410,000 active; also: potency is read from the fitted curve at half-maximal effect; some results filed as inactive show a strong effect at the top dose
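HepG2 CAGA-GFP cells (1000/well, DMEM with 1% FBS) received compound, then TGF-beta at 500 pg/mL final, and were incubated 18 hours at 37 degrees C. Viability was read by CellTiter-Glo luminescence. Media-only wells were set as complete cell-killing and DMSO as no toxicity.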
S2 tox: viability counter-screen for ATXN expression inhibitors. S2 cells (HEK-293 line with an ATXN2-luciferase reporter) viability, CellTiter-Fluor protease fluorescence, 24 h. Potency, µM (doses to about 56.7 µM), hits mostly cytotoxic. 0.49% of 400,000 active. AID 651635; also: potency is read from the fitted curve at half-maximal effect; nearly all actives have a fitted effect of over 40% in size
TGFb inhibitor: TGF-b pathway inhibition; HepG2 CAGA-GFP TGF-b/SMAD3 reporter, GFP fluorescence, 18 h; TGF-beta stimulated, 500 pg/mL final; Potency, µM (highest dose often 46.1 µM), for inactives: top-dose activity, negative = inhibition, most hits filed as inhibitors; 1.2% of 410,000 active; AID 588855; also: potency is read from the fitted curve at half-maximal effect; % is scaled to controls: 0 for no effect and ±100 for the full control effect; nearly all actives have a fitted effect of over 65% in size
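Inhibition was scored as loss of TGF-beta-induced (500 pg/mL final, 18 hours, 37 degrees C) GFP in HEPG2 cells carrying a CAGA-GFP reporter, in DMEM with 1% FBS. Well GFP was summed per cell; Activity was normalised to unstimulated and stimulated DMSO wells, then concentration-response fitting.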
MmCpn inh: blocks the Methanococcus maripaludis chaperonin Mm-Cpn; purified Mm-Cpn ATPase, ADP Transcreener TR-FRET; Potency, µM (series often up to 76.9 µM), without a hit: top-dose activity, negative = inhibition, actives largely listed as inhibitors; 0.031% of 330,000 active; AID 504842; also: potency is read from the fitted curve at half-maximal effect; % is scaled to controls: 0 for no effect and ±100 for the full control effect; nearly all actives have a fitted effect of over 80% in size
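ATP (10 uM final) was added to archaeal chaperonin (25 nM final) after 10 min exposure to test compound at 37°C; after 30 min further incubation, ADP was detected by competitive TR-FRET.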
* marks the source's active call; other numbers are inactive results; i = inactive; ? = inconclusive; nt = not tested or not shown; [ ] = remark or other dose. Unless noted, calls follow the shape of the dose curve; as a rule, active = well fitted curve in the direction sought with a large enough effect; inconclusive = small, poorly fitted or top-dose-only effect, or another doubt; inactive = no such curve, though single readings can be large; an effect the other way counts as inactive or inconclusive.

Screens in order – A549 viability, Nrf2 inh, CCT chaperon mod, pAkt inh, Nrf2 ARE act, HepG2 tox, S2 tox, TGFb inhibitor, MmCpn inh
COc1ccc(Cl)cc1NS(=O)(=O)c1cccc(C(=O)NCC2(N(C)C)CCCCC2)c1
 : -11.4%, 5.2%, -1.5, i, 1.3%, -44.3%, i, -4.8%, 1.8%
O=C1CN(C(=O)/C=C/c2cc(Br)ccc2F)CCN1
 : 0.3%, -1.7%, -1.4, i, 7.4%, -23.2%, i, -25.8%, 0.8%
CCN(CC)c1ccc(NC(=O)CN(C)Cc2cccs2)cc1
 : -6.9%, -2.5%, -1.2, i, 0.0%, -8.1%, i, 0.7%, -2.2%
c1ccc(Cn2ncc3c(N4CCOCC4)ncnc32)cc1
 : 8.2%, 6.6%, 0.7, i, 0.2%, 10.7%, i, -2.7%, 2.1%
Oc1ccc(/C=N/N2CCN(Cc3ccccc3)CC2)cc1
 : 1.3%, -1.5%, -2.5, i, -0.5%, -16.7%, i, 0.8%, -4.1%
Cc1ccc(S(=O)(=O)Nc2ccc(NC(=O)c3cccnc3)cc2)cc1
 : 2.1%, 23.8%, -3.8, i, -0.5%, 16.7%, i, 6.4%, 1.2%
COc1cccc(NC(=O)CS(=O)(=O)c2cn(CC(=O)N3CCOCC3)c3ccccc23)c1
 : -0.5%, 16.3%, -1.6, i, -1.1%, 7.0%, i, -14.1%, -2.5%
FC(F)(F)c1cccc(Cc2noc(CN(Cc3ccccn3)CC3CCCO3)n2)c1 (configuration not stated)
 : -4.2%, -21.6%, -1.5, i, 2.6%, -21.2%, i, -22.1%, 0.0%
C=Cc1ccc(Cn2c(C)c(C(=O)NCc3cccc(C)c3)sc2=O)cc1
 : nt, nt, -1.0, i, 2.6%, 3.3%, ?, -20.8%, nt
Cc1cc(OC(=O)c2cccc(F)c2)c([N+](=O)[O-])c(=O)[nH]1
 : -0.7%, 0.3%, 1.3, i, -0.5%, -6.0%, i, -2.2%, -9.5%
COc1cc(C(=O)N(CCN(C)C)CC2CCCN(Cc3ccccc3F)C2)ccc1C (configuration not stated)
 : -12.8%, 4.7%, 0.2, i, 0.0%, -45.4%, i, -24.1%, 0.5%
COCc1nnc(NC(=O)C2CCN(C(=O)c3ccco3)CC2)s1
 : -2.1%, -0.1%, -0.4, i, -0.2%, 6.0%, i, 20.4%, 0.4%
COc1ccc(-n2c(C)cc(/C=C3\C(=N)N4N=C(CC(=O)N5CCOCC5)SC4=NC3=O)c2C)c(OC)c1
 : -0.6%, 2.3%, -0.9, i, 0.8%, 0.1%, ?, 38.1%, -4.2%
CCOc1ccc2oc(C(=O)OCC(=O)N3C(C)CCCC3C)c(C)c2c1 (configuration not stated)
 : -3.1%, 9.1%, 0.0, i, 0.3%, -19.4%, i, -14.2%, -10.7%
CCOc1ccc(N=C2NC(=O)CS2)cc1
 : 6.5%, -22.2%, -4.8, i, -0.2%, 0.1%, i, -0.3%, -3.9%
CC(=O)N1CCCC(C(=O)c2ccc(Oc3ccccc3)cc2)C1 (configuration not stated)
 : -5.4%, ?, 1.0, i, 0.3%, -15.2%, i, -19.8%, -2.8%
O=c1ccn2c(n1)SC(c1ccccc1)C2 (configuration not stated)
 : nt, nt, 0.5, i, -0.3%, 0.7%, i, 10.7%, nt
Nc1c(C(=O)NCc2ccc3c(c2)OCO3)c2nc3ccccc3nc2n1CCCN1CCOCC1
 : -7.1%, -28.2%, 0.5, i, -2.9%, 11.2µM*, i, ?, -4.2%
COC(=O)CSc1nc(C)cc(C(F)(F)F)c1C#N
 : -2.3%, nt, -0.2, i, -0.3%, 14.1%, i, 10.3%, -2.5%
CSCCC(NC(=O)COc1ccccc1)C(=O)N1CCN(c2ccccc2O)CC1 (configuration not stated)
 : -5.8%, -4.9%, -2.2, i, -0.4%, -27.4%, i, -19.2%, 0.9%

Further results
Screens in order – A549 viability, Nrf2 inh, CCT chaperon mod, pAkt inh, Nrf2 ARE act, HepG2 tox, S2 tox, TGFb inhibitor, MmCpn inh
CSc1ccc(C(=O)C2CCCN(C(=O)c3cccnc3SC)C2)cc1 (configuration not stated)
 : -10.0%, ?, -1.2, i, -0.5%, -5.1%, i, -27.4%, 0.3%
CC(=O)c1c(O)cc(=O)oc1-c1ccc(C)cc1
 : -8.8%, 5.9%, 1.1, i, 1.9%, 3.7%, i, -12.7%, nt
COc1cc(OC)cc(OCC(O)Cn2ccnc2C)c1 (configuration not stated)
 : -4.1%, 14.2%, 0.2, i, -0.5%, 2.7%, i, 1.0%, -0.8%
Cn1c(=NC(=O)c2cnccn2)sc2ccccc21
 : -10.0%, 7.5%, 0.1, i, 0.0%, -2.5%, i, 7.7%, ?
Cc1cc(OCCCC(=O)Nc2cc(S(=O)(=O)N3CCOCC3)ccc2N2CCOCC2)ccc1Cl
 : -8.1%, ?, -0.6, i, 2.5%, 6.4%, i, -3.5%, nt
O=C(OCc1c(Cl)nc2sccn12)c1cc2c(s1)CCCC2
 : -0.4%, -7.0%, 0.2, i, 1.5%, 1.0%, ?, 15.9%, 0.5%
NC(=O)CCC(NS(=O)(=O)c1ccc(Cl)cc1)C(=O)NCc1ccccc1Cl (configuration not stated)
 : -7.9%, -21.3%, -2.4, i, 0.6%, -22.9%, i, -4.0%, 0.9%
O=C(CSc1nnc2ccccn12)NCc1ccc2c(c1)OCO2
 : -13.8%, ?, 2.0, i, -0.7%, -1.6%, i, 29.3%, -1.6%
COCCn1c(SCC(=O)Nc2ccc(OC)cc2)nnc1-c1ccoc1C
 : -0.8%, 5.7%, 1.0, i, 0.0%, 3.5%, i, 11.2%, -3.0%
COc1ccc(CCN2C(=S)N(c3ccc(Cl)cc3)C(=O)C2CC(N)=O)cc1OC (configuration not stated)
 : -3.0%, ?, -2.3, i, ?, 9.0%, i, ?, 0.2%
O=C(CN1CCN(C(C(=O)Nc2cc(C(F)(F)F)ccc2Cl)c2ccccc2)CC1)NC1CC1 (configuration not stated)
 : ?, ?, 2.6, i, 0.1%, -10.0%, i, -8.6%, nt
O=C(Cc1cccc(C(F)(F)F)c1)OCN1C(=O)c2ccccc2C1=O
 : -1.2%, -10.2%, 2.0, i, -0.5%, 2.2%, i, 7.4%, -0.3%
CCOc1ccc(N2CC(C(=O)Nc3nnc(C4CCCCC4)s3)CC2=O)cc1 (configuration not stated)
 : 9.1%, 6.3%, -0.6, i, 0.3%, -5.0%, i, -13.3%, -0.4%
N#C/C(=C\c1ccc(OC(=O)c2ccccn2)cc1)C(N)=O
 : 2.4%, 29.2%, -2.0, i, 3.0%, 5.5%, i, 19.3%, 0.2%
Cc1ccc(-c2nn(-c3ccccc3)cc2C(=O)NCC(c2cccs2)N2CCOCC2)cc1 (configuration not stated)
 : 5.7%, 8.5%, -0.6, i, 0.2%, -16.4%, i, 11.0%, 0.1%
O=C(N/N=C/c1ccc(Cl)s1)C(O)c1ccccc1 (configuration not stated)
 : -6.1%, 5.4%, -0.5, i, 3.4%, 5.8%, ?, 5.9%, 0.7%
CCCn1c(=O)c(C(=O)NNC(=O)c2ccc(Cl)cc2Cl)c(O)c2ccccc21
 : 0.9%, -11.9%, -0.5, i, 0.1%, -2.5%, i, 22.2%, -1.6%
COc1c(Cl)ccc(Cl)c1C(=O)NC(=O)N1CCOCC1
 : -8.3%, 3.3%, -1.9, i, -0.6%, -38.5%, i, -3.7%, -0.3%
C=CCNC(=O)/C(=C/c1ccccc1OCC)NC(=O)c1ccccc1
 : -4.4%, 9.5%, -1.2, i, -0.4%, 1.8%, i, -1.1%, -0.4%
COc1cccc(NC(=O)c2cnc(NS(=O)(=O)c3ccccc3)nc2)c1
 : nt, nt, -0.6, i, -0.9%, -18.1%, i, -13.2%, nt

(further entries)
Screens in order – A549 viability, Nrf2 inh, CCT chaperon mod, pAkt inh, Nrf2 ARE act, HepG2 tox, S2 tox, TGFb inhibitor, MmCpn inh
COc1ccc(/C=C/C2=CC(C)(C)NC(=S)N2)cc1OC
 : 0.4%, -17.7%, -4.1, i, 3.6%, -16.9%, i, -19.7%, -2.7%
CC1CCN(S(=O)(=O)c2ccc3c(c2)N(CC(=O)NCCc2ccccc2)C(=O)CO3)CC1
 : -0.7%, ?, nt, nt, 4.5%, -2.2%, nt, ?, nt
COc1ccccc1NC(=O)CN1CCN(CC(=O)Nc2ccccc2F)CC1
 : 4.4%, -12.5%, -0.3, i, 0.3%, -15.1%, i, -2.3%, nt
CCOC(=O)N1N=C(C)CC1(O)c1ccc(Cl)cc1 (configuration not stated)
 : -4.9%, 0.8%, -2.2, i, 0.1%, -12.4%, i, -11.9%, 3.2%
O=C(Nc1cccnc1)c1cc(-c2cccs2)on1
 : -1.5%, 13.8%, -2.4, i, 0.4%, -31.8%, i, 19.7%, -3.1%
CC1(C)CC(NC(=O)C(=O)NCCc2ccccc2)CC(C)(C)N1
 : -9.3%, 0.0%, -2.6, i, -1.0%, -10.6%, i, -3.6%, -0.1%
Fc1ccc(-n2ncc3c(NCCC4=CCCCC4)ncnc32)cc1
 : 9.4%, nt, nt, nt, 5.1%, -13.0%, i, 0.2%, nt
CC(C)c1cccc(-c2csc(C(O)c3ccco3)n2)c1 (configuration not stated)
 : nt, nt, 1.0, i, 10.8%[9.22 µM], 14.1%, i, 38.9%[activator], nt
CCOC(=O)c1nnc(-c2ccc(C)cc2)nc1Sc1ccc(Cl)cc1
 : 0.3%, 2.9%, 0.8, i, -0.3%, -2.9%, i, ?, 3.5%
COCCNC(=O)C1CCC(=O)N(c2ccc(OC)cc2)C1c1ccc(OC)c(OC)c1 (configuration not stated)
 : -3.2%, -7.9%, -2.0, i, 0.0%, 21.3%, i, -6.0%, -1.7%
CCCNC(=O)C(Cc1ccccc1)NC(=O)c1ccccc1 (configuration not stated)
 : -5.0%, 0.6%, -3.0, i, -0.4%, 3.2%, i, -8.1%, 3.1%
